# Screens as filed in PubChem.
# Nrf2 block – Nrf2 pathway inhibition. AID 504444. A549 ARE-Fluc reporter, luciferase luminescence, 18-24 h. 2.1% of 360,000 active. Potency, µM (top dose mostly 46 µM), for the others: top-dose activity change, negative = inhibition, most hits filed as inhibitors; also: % is scaled to controls: 0 for no effect and ±100 for the full control effect; nearly all actives have a fitted effect of over 60% in size
#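 Cells were seeded and rested 2 h, then exposed to compounds for 18-24 h. CellTiter-Fluor was read first as a viability measure. BugLite was added 15 min before the final luminescent read of ARE-luciferase activity in A549 cells.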
# EPAC2 antagonist – antagonists of human EPAC2; Q8WZA2; EPAC2 GEF exchange of Rap1B-BODIPY-GDP, fluorescence; Potency, µM (top dose mostly 114 µM), for inactives: at the highest dose activity, negative = inhibition, hits mostly inhibitors; 0.18% of 360,000 active; also: % is scaled to controls: 0 for no effect and ±100 for the full control effect; nearly all actives have a fitted effect of over 45% in size; many of its hits are not listed in these tables
# Target sequence (Q8WZA2 whole entry, looked up): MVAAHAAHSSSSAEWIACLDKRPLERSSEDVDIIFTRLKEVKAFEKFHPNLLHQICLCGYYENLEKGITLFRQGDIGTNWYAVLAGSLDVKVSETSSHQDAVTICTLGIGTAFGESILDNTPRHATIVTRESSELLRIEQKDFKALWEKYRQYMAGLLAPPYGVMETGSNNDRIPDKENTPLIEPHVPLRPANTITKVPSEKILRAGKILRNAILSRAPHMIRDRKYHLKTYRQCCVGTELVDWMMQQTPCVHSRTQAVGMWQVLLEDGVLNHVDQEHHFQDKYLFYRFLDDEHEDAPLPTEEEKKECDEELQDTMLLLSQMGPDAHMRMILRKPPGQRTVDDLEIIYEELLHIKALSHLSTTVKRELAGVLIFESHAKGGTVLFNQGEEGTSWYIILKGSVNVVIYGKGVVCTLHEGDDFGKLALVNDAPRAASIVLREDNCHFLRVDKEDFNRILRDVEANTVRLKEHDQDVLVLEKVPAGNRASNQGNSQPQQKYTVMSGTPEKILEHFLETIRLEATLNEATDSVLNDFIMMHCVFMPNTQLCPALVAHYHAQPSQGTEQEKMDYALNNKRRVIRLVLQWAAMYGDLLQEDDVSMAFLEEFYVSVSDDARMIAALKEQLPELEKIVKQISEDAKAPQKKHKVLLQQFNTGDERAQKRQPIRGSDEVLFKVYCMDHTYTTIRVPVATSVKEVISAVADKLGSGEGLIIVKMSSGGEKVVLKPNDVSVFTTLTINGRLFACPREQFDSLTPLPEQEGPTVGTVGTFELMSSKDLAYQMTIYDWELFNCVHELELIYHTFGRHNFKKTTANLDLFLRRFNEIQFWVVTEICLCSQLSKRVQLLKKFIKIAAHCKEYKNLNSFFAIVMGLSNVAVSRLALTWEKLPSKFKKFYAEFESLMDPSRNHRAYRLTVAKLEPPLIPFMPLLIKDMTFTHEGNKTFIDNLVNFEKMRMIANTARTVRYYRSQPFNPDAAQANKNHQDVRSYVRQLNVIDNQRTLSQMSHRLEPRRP
# MCF10A rereplic – induces DNA re-replication in MCF 10a normal breast cells; 2.9% of 350,000 active; MCF 10A DNA re-replication, Hoechst nuclear intensity, 48 h; Potency, µM (highest dose often 46.1 µM), inactives show at the highest dose activity, positive = re-replication, usual class: activators; also: % of control where 0% means no effect; nearly all actives have a fitted effect of over 50% in size
# ATXN2 expr inh – inhibitors of ATXN2 expression. HEK-293 ATXN2-luciferase reporter, luminescence, 24 h. Potency, µM (titrated, usually from 57 µM), without a hit: top-dose activity change, negative = inhibition, usual class: inhibitors. 0.72% of 360,000 active. AID 1745845; also: % is scaled to controls: 0 for no effect and ±100 for the full control effect; nearly all actives have a fitted effect of over 55% in size
#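 ATXN2-luciferase reporter cells (luciferase flanked by upstream and downstream ATXN2 gene portions) were treated 24 h at 37 °C with compounds at up to 57 uM. SteadyGlo luminescence gave expression; GF-AFC fluorescence gave viability.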
# TGFb SMAD3 inh – TGF-b pathway inhibition; 1.2% of 410,000 active; HepG2 CAGA-GFP TGF-b/SMAD3 reporter, GFP fluorescence, 18 h; TGF-beta stimulated, 500 pg/mL final; AID 588855; Potency, µM (series often up to 46.1 µM), without a hit: top-dose activity, negative = inhibition, hits mostly inhibitors; also: % is scaled to controls: 0 for no effect and ±100 for the full control effect; nearly all actives have a fitted effect of over 65% in size
#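 Using HEPG2 CAGA-GFP reporter cells at 1000 cells/well, we pinned test compounds, stimulated with recombinant TGF-beta (500 pg/mL final) and measured total well GFP after 18 h.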
# HepG2 viability – counter-screen for TGF-b inhibitors: cytotoxicity in HepG2 cells; HepG2 CAGA-GFP viability, ATP luminescence, 18 h; Potency, µM (series often up to 46.1 µM), for the others: top-dose activity change, negative = cytotoxicity, usual class: cytotoxic; 0.76% of 410,000 active; also: some results filed as inactive show a strong effect at the top dose
#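 HepG2 CAGA-GFP cells (1000/well, DMEM with 1% FBS) received compound, then TGF-beta at 500 pg/mL final, and were incubated 18 hours at 37 degrees C. Viability was read by CellTiter-Glo luminescence. Media-only wells were set as complete cell-killing and DMSO as no toxicity.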
# Nrf2 activator – Nrf2 pathway activation | AREc32 ARE-luciferase reporter (MCF7-derived line), luminescence, 24 h | Potency, µM (highest dose often 46.1 µM), for inactives: at the highest dose activation, hits mostly activators | 0.31% of 410,000 active; also: % of control where 0% means no effect; nearly all actives have a fitted effect of over 65% in size
#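 ARE-driven firefly luciferase activity in AREc32 cells measured after a 24 hr compound exposure at 37 deg C, using Steady-Glo reagent and a 30 min room-temperature hold.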
# S2 tox – viability counter-screen for ATXN expression inhibitors; 0.49% of 400,000 active; S2 cells (HEK-293 line with an ATXN2-luciferase reporter) viability, CellTiter-Fluor protease fluorescence, 24 h; Potency, µM (top dose mostly 56.7 µM), actives largely listed as cytotoxic; also: nearly all actives have a fitted effect of over 40% in size
# A549 tox – kills or reduces viability of A549 cells in Nrf2 counter-screen. 0.16% of 390,000 active. AID 504648. A549 ARE-Fluc cells, CellTiter-Fluor viability, 18-24 h. Potency, µM (doses to about 46 µM), without a hit: at the top dose activity change, negative = cytotoxicity, actives largely listed as inhibitors; also: % is scaled to controls: 0 for no effect and ±100 for the full control effect
#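 Cytotoxicity counterscreen: CellTiter-Fluor fluorescence was measured in A549 ARE_Fluc cells after 18-24 h of compound exposure in a concentration series. The subsequent BugLite luminescent read reports ARE-luciferase activity.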
# Active calls of the source: *; i = inactive; ? = inconclusive; / = not tested or not shown; [ ] = remark or other dose. Calls follow the shape of the dose curve; as a rule, active = well fitted curve in the direction sought with a large enough effect; inconclusive = small, poorly fitted or top-dose-only effect, or another doubt; inactive = no such curve, though single readings can be large; an effect the other way counts as inactive or inconclusive. Potency is read from the fitted curve at half-maximal effect. An excerpt; the hit share may differ from the screen's.
Structure	Nrf2 block	EPAC2 antagonist	MCF10A rereplic	ATXN2 expr inh	TGFb SMAD3 inh	HepG2 viability	Nrf2 activator	S2 tox	A549 tox
Cc1ccc(S(=O)(=O)N2CC(O)C[C@H]2C(=O)OCC(=O)N2CCN(c3ccc(F)cc3)CC2)cc1C (some centres not stated)	16µM*	-4%	6%	-19%	-28%	-13%	-0.4%	i	-11%
CCCCCNC(=O)c1ccc2c(c1)nc(C)n2-c1cccc(C)c1	/	/	/	-15%	22%	10%	3.9%	i	5%
O=C(CCN1C(=O)/C(=C/c2ccc(F)cc2)SC1=S)Nc1cccnc1	6%	1%	1%	-13%	30%[activator]	15%	0.3%	/	1%
O=C(CSc1ncnc2scc(-c3ccccc3)c12)N1CCN(c2ccccc2F)CC1	?	-5%	19%	4%	?	-18%	-0.8%	i	12%
Cc1cc(F)ccc1NC(=O)c1sc2nc(-c3cccs3)ccc2c1N	-15%	/	/	-4%	-41%	-44%	4.0%	/	10%
COc1ccc(CC2(C)OC(c3ccncc3)=NN2C(C)=O)cc1 (configuration not stated)	-9%	1%	1%	-14%	1%	-29%	-0.4%	i	-1%
Cc1cc(NC(=O)CSc2nc3c(sc4ccccc43)c(=O)n2CCc2ccccc2)n[nH]1	-27%	-3%	11%	-22%	-14%	9%	-0.8%	i	-10%
CC1Cc2cc(S(=O)(=O)N3CCN(c4ccc(Cl)cc4)CC3)ccc2N1C(=O)C1CC1 (configuration not stated)	7.3µM*	4%	7%	?	?	-5%	-0.8%	i	-15%

# Arranged by SMILES length (low to high): some entries from above
Structure	Nrf2 block	EPAC2 antagonist	MCF10A rereplic	ATXN2 expr inh	TGFb SMAD3 inh	HepG2 viability	Nrf2 activator	S2 tox	A549 tox
CCCCCNC(=O)c1ccc2c(c1)nc(C)n2-c1cccc(C)c1	/	/	/	-15%	22%	10%	3.9%	i	5%
O=C(CSc1ncnc2scc(-c3ccccc3)c12)N1CCN(c2ccccc2F)CC1	?	-5%	19%	4%	?	-18%	-0.8%	i	12%
Cc1ccc(S(=O)(=O)N2CC(O)C[C@H]2C(=O)OCC(=O)N2CCN(c3ccc(F)cc3)CC2)cc1C (some centres not stated)	16µM*	-4%	6%	-19%	-28%	-13%	-0.4%	i	-11%

# New compounds follow.
Structure	Nrf2 block	EPAC2 antagonist	MCF10A rereplic	ATXN2 expr inh	TGFb SMAD3 inh	HepG2 viability	Nrf2 activator	S2 tox	A549 tox
CC(C)C(NC(=O)CN1C(=O)c2ccccc2C1=O)c1ccccc1 (configuration not stated)	4%	18%	2%	1%	3%	7%	-0.6%	i	3%
CC(C)(C)c1cc(-c2n[nH]c(=S)n2-c2ccc(Cl)cc2)n[nH]1	-13%	1%	-12%	-1%	2%	-16%	-0.2%	i	-1%
CC(OC(=O)CCc1nc2ccccc2[nH]c1=O)c1ccccc1 (configuration not stated)	-2%	-15%	9%	-2%	0%	7%	-0.2%	i	11%
CCC(C(=O)Nc1ccccc1)c1ccccc1 (configuration not stated)	7%	5%	4%	-1%	-14%	1%	0.2%	i	-1%
CC1(C)C(=O)OC(c2ccccc2)C(C)(C)C1=O (configuration not stated)	-1%	7%	0%	-26%	-1%	7%	-0.4%	i	2%
Cc1ccc2oc(Nc3nc(C)cc(C)n3)nc2c1	?	17%	2%	34%	6%	4%	2.9%	i	-6%
Cn1cc(Cl)nc1C(O)c1ccccc1 (configuration not stated)	?	17%	-2%	2%	1%	-12%	2.5%	i	2%
CC1CCCCCCC1OC(=O)c1ccccc1C(=O)O (configuration not stated)	2%	-2%	-7%	-17%	0%	10%	-0.3%	?	1%
CS(=O)(=O)c1ccc(Cl)c(NC(=O)COC(=O)CCc2c[nH]c3ccccc23)c1	5%	9%	1%	-12%	5%	4%	0.0%	i	0%
Cc1cc2ccccn2c1C(=O)c1cc([N+](=O)[O-])cc([N+](=O)[O-])c1	-3%	-6%	?	-29%	-2%	-1%	-0.3%	i	?
COc1cc(C(C)=O)ccc1OCC(=O)Nc1ccc(S(=O)(=O)N2CCCCC2)cc1	/	-30%	/	/	-1%	0%	3.0%	?	/
O=C(Cc1ccccc1)Nc1cccc(N2CCCC2)c1	1%	-1%	-1%	-4%	8%	12%	0.4%	i	13%
CC(=O)c1c(C)[nH]c(C(=O)OCC(=O)Nc2ccccc2Cl)c1C	5.8µM*	-3%	7%	-9%	-27%	-25%	5.5%	i	-12%
CN(C)c1ccc(N=Cc2ccco2)cc1	?	-2%	18%	40%[activator]	-29%	-50%	-0.5%	i	-17%
CCC1NC(=O)c2cc3ccccc3cc2-n2c1nc1cc(OC)c(OC)cc1c2=O (configuration not stated)	/	0%	/	-19%	10%	16%	3.6%	?	/
CC(=O)c1cc(-c2ccc(F)cc2)n(CCC(=O)NC(C)(C)C)c1C	-7%	12%	-13%	/	-5%	-17%	3.7%	i	4%

# The last 3 records of the section above come first, to join the parts.
Structure	Nrf2 block	EPAC2 antagonist	MCF10A rereplic	ATXN2 expr inh	TGFb SMAD3 inh	HepG2 viability	Nrf2 activator	S2 tox	A549 tox
CN(C)c1ccc(N=Cc2ccco2)cc1	?	-2%	18%	40%[activator]	-29%	-50%	-0.5%	i	-17%
CCC1NC(=O)c2cc3ccccc3cc2-n2c1nc1cc(OC)c(OC)cc1c2=O (configuration not stated)	/	0%	/	-19%	10%	16%	3.6%	?	/
CC(=O)c1cc(-c2ccc(F)cc2)n(CCC(=O)NC(C)(C)C)c1C	-7%	12%	-13%	/	-5%	-17%	3.7%	i	4%
O=c1[nH]c(C2CCCCC2)nc2ccccc12	-9%	1%	1%	4%	3%	7%	-0.7%	i	2%
Cc1c(C(=O)NCc2ccccc2Cl)sc2nc(-c3ccc(F)cc3)cn12	/	/	/	/	?	-19%	0.3%	/	-2%
COc1ccc(OC)c(C2C(C#N)=C(N)N(N(C)C)C3=C2C(=O)CC(C)(C)C3)c1 (configuration not stated)	1%	-4%	5%	9%	0%	-2%	0.7%	i	1%
CSc1nnc2[nH]c(=O)cc(C)n12	/	/	/	/	1%	16%	0.6%	/	-2%
CCC1CCCCN1CCCn1c(=S)[nH]c2ccccc2c1=O (configuration not stated)	-7%	3%	-6%	2%	3%	-20%	-0.3%	i	-3%
COc1ccc(Cl)cc1C(=O)OCC(=O)NC1CCCC(C)C1C (configuration not stated)	2%	-5%	-2%	0%	?	5%	-0.6%	i	-2%
Cc1ccc(N2C(=O)CC(Sc3nc4ccccc4o3)C2=O)cc1Cl (configuration not stated)	?	-4%	1%	?	0%	-37%	18%	/	-8%
COc1cc(NC(=O)C2CCN(S(=O)(=O)c3cccs3)CC2)cc(OC)c1	-4%	-9%	25%	-15%	4%	-4%	0.3%	i	8%
CN(C)Cc1c(O)ccc2[nH]cnc12	/	0%	-1%	-1%	?	-1%	-1.1%	i	-3%
COC(=O)c1ccccc1NC(=O)CSc1nc(-c2ccccc2)cc(C(F)(F)F)n1	?	/	/	2%	4%	4%	5.6%	i	1%
CCN(CC)S(=O)(=O)c1ccc2c(c1)nc(CCC(=O)OCc1c(C)noc1C)n2C	2%	-5%	6%	-3%	2%	-15%	0.1%	i	7%
O=C(NCc1ccncc1)C(=O)NCC1OCCN1S(=O)(=O)c1cc(F)ccc1F (configuration not stated)	2%	-2%	-1%	1%	-5%	-19%	-0.3%	i	1%
OC[C@@H]1CN(CCN2CCOCC2)C[C@H](n2cnc3c(NCc4ccc(F)cc4)ncnc32)O1	/	-6%	/	0%	9%	5%	-0.2%[9.22 µM]	i	/
O=C(N/N=C1\CC2CC=CC12)c1ccc(Br)cc1 (configuration not stated)	3%	1%	1%	7%	-1%	-20%	2.3%	i	4%
COc1cc(/C=N/O)cc(Br)c1OCc1cccc(Cl)c1	6%	-18%	?	0%	?	-112%	0.1%	i	-21%
CCOc1ccc(OCC)c(NC(=O)c2csc3c2CCCC3)c1	2%	/	/	/	-14%	-9%	4.1%	/	0%
Cc1c(Cl)cccc1NC(=O)c1ncoc1-c1ccco1	/	/	/	7%	-5%	1%	?	i	6%
CC(C)(C)NC(=O)C(c1ccccc1)N(C(=O)c1csnn1)C1CC1 (configuration not stated)	-13%	-21%	5%	5%	-4%	-1%	0.3%	i	-8%
CCOC(=O)N/N=C/c1c[nH]c2ccccc12	2%	-6%	15%	16%	0%	-12%	3.2%	?	0%
CC(C)(C)C(=O)Cn1c(=O)n(CC2CCCO2)c(=O)c2ccccc21 (configuration not stated)	5%	-2%	-2%	6%	-35%	1%	-0.3%	i	1%
CCc1nc(NC(C)(C)C)c2cnn(-c3ccccc3)c2n1	?	-20%	23µM*	0%	?	-59%	6.1%	i	-2%
O=C(O)c1ccc(N=c2oc3cc(O)ccc3cc2C(=O)NCc2ccccc2)cc1	-1%	-21%	?	/	4%	-4%	3.5%	/	-7%
Cc1ccc(NC(=O)Nc2ccc(S(N)(=O)=O)cc2)cc1	3%	7%	2%	0%	2%	1%	3.0%	i	-7%
COc1ccc(S(=O)(=O)N2CCC(Oc3ccc(-n4cnnn4)cc3)CC2)cc1OC	?	/	/	/	0%	-10%	0.8%	/	2%
COc1ccc(Br)cc1CNC(=O)Nc1cccs1	?	15%	-3%	-1%	-3%	-28%	9.1%	i	-30%
COC(=O)[C@H](CCSC)NC(=O)Cn1cnc2c(NCc3ccccc3)ncnc21	6%	5%	-1%	1%	-2%	-5%	0.6%	i	-3%
